HT1080 viability: cytotoxicity in HT1080 fibrosarcoma cells, cell-based, fluorescence readout (AID 620) | HT1080 viability, fluorescence; higher % means a stronger effect | cytotoxicity, % at 10 µM; hits with a dose series show EC50 in µM | hit rate 0.42% among 87,000;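 note: cells exposed to compound overnight then 4 h with Alamar Blue; 0% = vehicle DMSO and 100% = killing control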
LYP phosphatase: inhibition of human PTPN22 tyrosine phosphatase – biochemical, DiFMUP fluorescence, recombinant catalytic domain, 10 µM, primary screen (AID 606); 52,000 tested, under 10 active; inhibition, % at 10 µM, or IC50 in µM where a hit was titrated; recombinant LYP catalytic domain, DiFMUP fluorescence; higher % means a stronger effect;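 active = IC50 under 40 µM in the dose-response test; inactive = IC50 of 40 µM or more, or never dose-tested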
HPDE-C7 cytotoxicity: HPDE-C7 pancreatic duct cell viability loss – fluorescence, HTS (AID 430). HPDE-C7 pancreatic duct cells viability, fluorescence; higher % means a stronger effect. cytotoxicity, % at 10 µM; hits with a dose series show EC50 in µM. hit rate 1.8% among 63,000;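 note: cells exposed to compound for 48 hours before viability readout; 0% = vehicle and 100% = reference cytotoxic drug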
Bfl-1 inhibitors: displacement of Bid BH3 peptide from Bfl-1 – biochemical, fluorescence polarization, FITC-Bid, mouse, primary screen (AID 432); one-dose displacement, % at 20 µM; IC50 in µM for titrated hits; FITC-Bid BH3 peptide fluorescence polarization displacement; higher % means a stronger effect; hit rate 0.02% among 64,000; in the data active = a potency from the dose series; inactive = the rest, 99 in 100 with displacement below about 15%; note: strong numbers were not always called active
KRASV12 cytotoxicity: cytotoxicity in KRAS-transformed pancreatic duct cells, primary screen, cell-based, fluorescence, HTS (AID 431) | HPDE-C7K KRASV12 cells, Alamar Blue viability, 48 h; higher % means a stronger effect | one-dose cytotoxicity, % at 10 µM; EC50 in µM for titrated hits | hit rate 1.7% among 63,000;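 active = compounds whose percent cytotoxicity in the single-dose primary screen, scaled between solvent and toxic-drug controls, exceeds 50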;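 note: 0% = DMSO solvent wells and 100% = doxorubicin-treated wells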
MK inhibit: inhibitors of Streptococcus pneumoniae mevalonate kinase | inhibition, % at 10 µM | purified MK, PK/LDH-coupled NADH absorbance 340 nm | hit rate 0.48% among 65,000;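 active = ranked among the strongest by inhibition in the single 10 µM screen, a fixed top-ranked set picked for dose follow-up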; note: no value below 0 was filed
PMK inhibit: inhibitors of Streptococcus pneumoniae phosphomevalonate kinase; hit rate 0.49% among 65,000; AID 539; inhibition, % at 10 µM; purified PMK, PK/LDH-coupled NADH absorbance 340 nm;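 active = top-ranked compounds by inhibition in the single 10 µM screen, taking a fixed number of the strongest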;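 note: 0% = full reaction with DMSO carrier and 100% = background rate without enzyme reaction; no value below 0 was filed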
Spn DPM-DC inh: inhibitors of Streptococcus pneumoniae diphosphomevalonate decarboxylase | calls only at 10 µM | purified DPM-DC, PK/LDH coupled NADH fluorescence | hit rate 0.49% among 65,000;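 active = the 320 compounds with the highest percent inhibition in the single-dose primary screen, excluding strongly autofluorescent ones, cut at about 32% in these data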;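 note: kinetic rate of NADH fluorescence loss reporting ADP formed by the decarboxylase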
Alkaline phosphatase: human TNAP enzyme inhibitors, biochemical, luminescent (AID 518); purified TNAP enzyme, luminescent substrate readout; higher % means a stronger effect; inhibition, % at 20 µM, or IC50 in µM where a hit was titrated; hit rate 0.09% among 64,000; in the data active = a potency from the dose series; inactive = the rest, 99 in 100 with inhibition below about 22%;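 note: plate controls were vehicle for no effect and reference inhibitor for full effect; many of its hits are not listed in these tables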
PMK inhibit pilot replicates: also measured in PMK inhibit; calls as there; inhibition, %; measured here: pilot screen replicates
MK inhibit pilot replicates: also measured in MK inhibit; calls as there; inhibition, %; measured here: pilot screen replicates
Spn DPM-DC inh pilot screen %: also measured in Spn DPM-DC inh; calls as there; inhibition, %; measured here: pilot screen trials
Starred values were filed as active, the others as inactive; i = inactive; · = no result given. Cut-off read from the data, not from the text of the source, unless noted: active = cytotoxicity above about 50%; inactive = the rest. This is a random part of the collection. Share with any hit: about 3.5%.

SMILES | HT1080 viability | LYP phosphatase | HPDE-C7 cytotoxicity | Bfl-1 inhibitors | KRASV12 cytotoxicity | MK inhibit | PMK inhibit | Spn DPM-DC inh | Alkaline phosphatase | others
Cc1c(C(Nc2ccccn2)c2ccccc2)c(=O)n(-c2ccccc2)n1C (stereo not drawn) | -1.3% | 13.9% | 10.1% | -5.2% | 5.3% | 6.0 | 2.0 | i | 5.0%
CCOc1ccccc1N(C(=O)c1snc(C(N)=O)c1N)C(C(=O)NC1CCCC1)c1ccco1 (stereo not drawn) | 2.2% | 18.4% | · | -1.0% | · | 5.0 | · | i | 7.2%
COc1ccc(N(CC(=O)NC2CCCC2)C(=O)Cn2nnc(-c3ccc(C)cc3)n2)cc1 | 6.3% | 9.8% | 7.6% | -7.4% | 15.2% | 11.0 | 11.0 | i | 10.9% | PMK inhibit pilot replicates=2.5;MK inhibit pilot replicates=2.0;Spn DPM-DC inh pilot screen %=0.0
COc1cc2nc(SCC(N)=O)n(CCC3=CCCCC3)c(=O)c2cc1OC | -4.3% | · | -7.3% | -14.0% | -3.8% | 3.0 | 14.0 | i | 3.0%
N#Cc1ccc(CSCC(=O)O)cc1 | 8.2% | 3.4% | -5.6% | 6.8% | 0.5% | 6.0 | 11.0 | i | 4.5%
O=C(CC(c1ccco1)C1CCCCC1=O)c1ccco1 (stereo not drawn) | -7.4% | 5.9% | -0.1% | -2.7% | 14.2% | 0.0 | 17.0 | i | 8.4%
Cc1ccc(OCc2nnc(NC(=O)Cc3cccs3)s2)cc1 | 5.7% | -7.2% | 2.2% | 0.4% | 8.7% | 11.0 | 0.0 | i | 0.7%
COc1ccc(C(=O)N2CCCCC2)cc1S(=O)(=O)Nc1ccccc1 | -1.0% | -2.5% | 0.3% | 0.3% | 1.7% | 6.0 | 10.0 | i | 14.2%
CCCn1nc(C(=O)NCCN2CCOCC2)c2ccccc2c1=O | 3.2% | -0.1% | · | -0.5% | · | 3.0 | 14.0 | i | 9.0%
CCCC(=O)Nc1nn(C)c2nc3cc(C)ccc3cc12 | 33.8% | · | · | 3.3% | · | 8.0 | 0.0 | i | 3.6%
O=c1c(N2CCOCC2)nsnc1N1CCOCC1 | -0.4% | 13.7% | 10.9% | -4.4% | 14.4% | 8.0 | 8.0 | i | 13.3%
CCCn1c(=O)c2ccccc2n2c(SCN3C(=O)c4ccccc4C3=O)nnc12 | -5.5% | 6.6% | -16.5% | 5.9% | -13.5% | 5.0 | 19.0 | i | 1.3%
CCn1c(-c2cc(OC)c(OC)c(OC)c2)n[nH]c1=S | -6.7% | · | -9.0% | -3.6% | 2.3% | 25.0 | 10.0 | i | 23.4%
COc1ccc(N2C(=O)CSC23C(=O)Nc2ccccc23)cc1OC (stereo not drawn) | -4.7% | · | -18.4% | 3.4% | -19.4% | 10.0 | 15.0 | i | 13.3%
COc1ccc(N(C(=O)c2ccco2)C(C(=O)NC2CCCC2)c2ccc(N(C)C)cc2)cc1OC (stereo not drawn) | -2.9% | 2.0% | -13.8% | -4.6% | -19.0% | 0.0 | 16.0 | i | 12.1% | PMK inhibit pilot replicates=2.0;MK inhibit pilot replicates=0.5;Spn DPM-DC inh pilot screen %=0.0
COCc1cc(C)c2c(N)c(C#N)sc2n1 | 2.8% | · | 2.0% | -11.8% | 0.7% | 0.0 | 21.0 | · | 11.7% | PMK inhibit pilot replicates=1.0;MK inhibit pilot replicates=2.0
COc1ccc(C(=O)NC2CCN(C(=O)NC3CCCCC3)CC2)cc1 | 2.0% | 6.9% | -6.7% | -2.4% | 6.1% | 0.0 | 7.0 | i | 11.7%
COc1ccc(N2CCN(Cc3cc(=O)oc4cc(C)c(Cl)c(C)c34)CC2)cc1 | 1.4% | 6.7% | -5.9% | 7.7% | -2.3% | 8.0 | 21.0 | i | 8.4% | PMK inhibit pilot replicates=3.5;MK inhibit pilot replicates=0.0;Spn DPM-DC inh pilot screen %=1.5
O=C(c1cc(-c2ccco2)on1)N1CCN(C(c2ccccc2)c2ccccc2)CC1 | -0.7% | 10.5% | 2.8% | -1.8% | 9.0% | 4.0 | 4.0 | i | 6.4%
CCOc1ccc(C(=O)N2CCN=C2SC)cc1OCC | -0.3% | · | -8.9% | -5.3% | -3.5% | 6.0 | 9.0 | i | -2.2%
CCN(CC)c1nc(Nc2ccccc2)nc(Oc2ccc(=O)[nH]n2)n1 | -4.7% | 11.3% | · | -2.4% | · | 4.0 | 8.0 | i | 16.2%
O=C(Cc1ccccc1)n1nc(-c2ccccc2)nc1NCc1ccco1 | -4.7% | 3.6% | 12.1% | -7.9% | 5.5% | 4.0 | 3.0 | i | 35.9%
CCOc1ccc(-n2c(Cc3cc(=O)[nH]c(=O)[nH]3)nnc2SCC(=O)NC2CCCC2)cc1 | -3.0% | 13.6% | -4.6% | 4.7% | -3.3% | 6.0 | 7.0 | i | 4.2%
CC1(c2ccc(Cl)cc2Cl)OCC(Cn2ccnc2)O1 (stereo not drawn) | 0.0% | 4.1% | 39.5% | 0.1% | 41.2% | 2.0 | 6.0 | i | 2.9%
Oc1c(CN2CCc3ccccc3C2)cc(Cl)c2cccnc12 | 22.2µM* | 7.6% | 7.8% | 0.1% | -1.6% | 0.0 | 5.0 | i | -12.5%
CC(C)C(=O)NC(C)C(c1cccs1)N1CCN(c2ccccc2)CC1 (stereo not drawn) | -13.5% | 25.3% | · | · | · | 0.0 | 17.0 | i | ·
c1ccc(Cn2ccnc2-c2ccco2)cc1 | -0.4% | 6.8% | -1.8% | -3.4% | -1.2% | 7.0 | 0.0 | i | 3.7%
CC(=O)Nc1cccc(NC(=O)Nc2ccc(C(C)=O)cc2)c1 | -0.6% | 7.7% | 5.1% | -4.5% | -0.1% | 4.0 | 8.0 | i | 5.7%
Cc1cc(C)nc(N2CCCC(C(=O)Nc3nc4ccc(S(C)(=O)=O)cc4s3)C2)n1 (stereo not drawn) | -3.8% | · | 11.7% | -2.2% | 49.3% | 0.0 | 9.0 | i | 6.5% | PMK inhibit pilot replicates=7.5;MK inhibit pilot replicates=4.0;Spn DPM-DC inh pilot screen %=5.0
O=C(c1cccc2c1-c1ccccc1/C2=N/O)N1CCCCC1 | 4.4% | 17.5% | 0.5% | -0.4% | 23.0% | 4.0 | 12.0 | i | 9.3%
CCOC(=O)N1CCN(c2ncnc3c2oc2nc(C)c4c(c23)CC(C)(C)OC4)CC1 | -8.9% | 2.3% | -18.0% | 4.9% | -11.1% | 5.0 | 3.0 | i | 6.0%
O=C(Cc1cccs1)Nc1nc2c(s1)CCCC2 | 9.3% | 7.6% | 26.6% | -0.9% | 13.5% | 6.0 | 0.0 | i | 11.9%
Oc1c(C=Nc2cccnc2)sc2ccccc12 | -4.3% | -11.7% | 8.2% | -26.9% | 11.9% | 4.0 | 3.0 | i | 11.3%
COc1ccccc1CNS(=O)(=O)c1ccc2[nH]cc(C(=O)O)c(=O)c2c1 | -3.1% | 2.7% | -11.5% | 17.5% | 0.9% | 0.0 | 21.0 | i | 10.2%
CC1CCC(C(=O)NC(C(=O)N2CCC(N3CCCCC3)CC2)C(C)C)CC1 (stereo not drawn) | 0.8% | 0.5% | · | -5.7% | · | 3.0 | 7.0 | i | 9.2%
CC(C)(C)OC(=O)N1CCC(C(=O)N[C@H](Cc2ccccc2)C(=O)O)CC1 | 2.8% | 11.1% | -23.6% | 4.3% | -10.6% | 20.0 | 13.0 | i | 10.6% | PMK inhibit pilot replicates=2.0;MK inhibit pilot replicates=0.0;Spn DPM-DC inh pilot screen %=6.0
CCN(CC)C(=O)CSCC(=O)Nc1ccccc1 | 3.4% | · | 1.2% | -10.2% | -4.2% | 1.0 | 13.0 | i | 6.7%
Nc1ccc2oc(-c3cccc(Br)c3)nc2c1 | 33.2% | -1.6% | -18.1% | -1.3% | 0.5% | 9.0 | 1.0 | · | 9.8%
Cc1ccc(C2C(C#N)=C(N)Oc3n[nH]c(C)c32)cc1 (stereo not drawn) | 1.3% | -6.0% | 2.7% | 1.7% | -1.8% | 9.0 | 3.0 | i | 11.6%
O=C(c1ccc2c(c1)OCO2)N1CCN(c2ccccc2F)CC1 | 1.8% | 1.1% | -0.4% | -12.8% | -24.2% | 0.0 | 0.0 | i | 1.4%

An excerpt from above in order of number of heavy atoms, descending:
SMILES | HT1080 viability | LYP phosphatase | HPDE-C7 cytotoxicity | Bfl-1 inhibitors | KRASV12 cytotoxicity | MK inhibit | PMK inhibit | Spn DPM-DC inh | Alkaline phosphatase | others
Cc1cc(C)nc(N2CCCC(C(=O)Nc3nc4ccc(S(C)(=O)=O)cc4s3)C2)n1 (stereo not drawn) | -3.8% | · | 11.7% | -2.2% | 49.3% | 0.0 | 9.0 | i | 6.5% | PMK inhibit pilot replicates=7.5;MK inhibit pilot replicates=4.0;Spn DPM-DC inh pilot screen %=5.0
COc1ccc(C(=O)N2CCCCC2)cc1S(=O)(=O)Nc1ccccc1 | -1.0% | -2.5% | 0.3% | 0.3% | 1.7% | 6.0 | 10.0 | i | 14.2%
CC1(c2ccc(Cl)cc2Cl)OCC(Cn2ccnc2)O1 (stereo not drawn) | 0.0% | 4.1% | 39.5% | 0.1% | 41.2% | 2.0 | 6.0 | i | 2.9%
CCN(CC)C(=O)CSCC(=O)Nc1ccccc1 | 3.4% | · | 1.2% | -10.2% | -4.2% | 1.0 | 13.0 | i | 6.7%

The list continues:
SMILES | HT1080 viability | LYP phosphatase | HPDE-C7 cytotoxicity | Bfl-1 inhibitors | KRASV12 cytotoxicity | MK inhibit | PMK inhibit | Spn DPM-DC inh | Alkaline phosphatase | others
CCOc1cc(C2C(C#N)=C(N)Oc3n[nH]c(-c4ccccc4)c32)ccc1O (stereo not drawn) | -13.7% | · | -12.4% | -1.5% | -3.8% | 0.0 | 0.0 | i | 41.4%
COCCn1nnnc1C(C(C)C)N1CCOCC1 (stereo not drawn) | 1.8% | · | -13.2% | 7.9% | -24.7% | 0.0 | 0.0 | i | -4.7%
CN(c1ccccc1C(=O)N1CCOCC1)S(C)(=O)=O | 3.0% | 1.8% | 5.8% | 0.1% | 2.9% | 12.0 | 7.0 | i | 4.5%
Cc1cccn2c(=O)c3cc(C(=O)NCC4CCCO4)c(=N)n(Cc4cccnc4)c3nc12 (stereo not drawn) | 12.4% | 3.6% | 11.4% | -3.4% | 4.4% | 9.0 | 6.0 | · | 6.0%
CCOc1ccc(NC(=O)C2CC(=O)NC(N3CCc4ccccc43)=N2)cc1 (stereo not drawn) | 6.1% | 1.1% | -12.6% | -6.4% | -21.8% | 8.0 | 13.0 | i | 3.3%
COc1ccc(CCN2C(=O)CC(C(N)=O)SC2=Nc2ccccc2)cc1OC (stereo not drawn) | 7.6% | 14.8% | -2.9% | -0.5% | -8.1% | 5.0 | 15.0 | i | 14.5%
COc1ccc(N2CCN(C(=O)CCCn3c(=S)[nH]c4cc5c(cc4c3=O)OCO5)CC2)cc1 | -2.8% | -1.1% | 20.7% | 2.6% | 1.5% | 4.0 | 14.0 | i | 10.8%

Source: PubChem BioAssay
